DAGLB inhibitor: blocks human DAGLB lipase activity | Q8NCG7 | HEK293T DAGLB membrane lysate, EnzChek fluorogenic substrate | inhibition, % at 5.17 µM | actives 0.059% (n = 340,000); in the data active means inhibition above about 34%;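 further: 0% = enzyme with vehicle and 100% = wells lacking enzyme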
Rtt109 HAT inh: blocks Candida albicans Rtt109/Vps75 acetyltransferase activity | inhibition, % at 34.9 µM | purified Rtt109/Vps75, ThioGlo CoA-SH fluorescence, 4 h | actives 0.16% (n = 330,000) | Q5AAJ8;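 active means inhibition of at least 50% in every replicate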
C-LANA FP: KSHV C-LANA DNA binding inhibition. actives 0.078% (n = 340,000). AID 504423. MBP-C-LANA/FAM-LBS DNA binding, fluorescence polarization. inhibition, % at 9 µM;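 active means highest replicate inhibition at or above 60% at 9 µM, even if other replicates fall short; inactive means all replicates below 60% inhibition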;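 further: 0% = neutral control wells and 100% = 4 µM acridine orange control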
SR-BI uptake up: enhances SR-BI lipid uptake from DiI-HDL; activation, % at 12.5 µM; AID 504775; actives 0.096% (n = 320,000); CHO ldlA[mSR-BI] cells, DiI-HDL uptake fluorescence, 3 h; 100 = double the neutral-control signal;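 active means mean replicate activation of at least 60% and every replicate at or above 60%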;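 further: 0% = median plate neutral-control signal and 100% = twice that signal; values of inactives mirror those of a sister screen read the other way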
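Test system: SR-BI-overexpressing, LDLR-lacking CHO cells; Medium: Ham's F12 with 0.5% BSA, HEPES 25 mM, pH 7.4; Schedule: 3 h, 37 °C; Technique: bottom-read fluorescence, 550/595 nm.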
CAL PDZ FP-1: CAL PDZ (human) peptide binding inhibition | AID 602252 | purified CAL PDZ, TMR-peptide fluorescence polarization, 1 h | actives 0.92% (n = 300,000) | Q9HD26 | inhibition, % at 24.9 µM;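 active means mean inhibition of at least 30% with at least half of replicates also reaching 30%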;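 further: 0% = DMSO neutral control and 100% = excess unlabeled competitor peptide PRC23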
RTF Ca sens act: increases calcium sensitivity of human cardiac regulated thin filaments. P19429+P45379. IANBD-labeled TnC RTF fluorescence at EC20 calcium; 0% EC20 calcium, 100% full calcium. activation, % at 7.2 µM. actives 0.24% (n = 340,000);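 active means activation above the mean over all tested compounds plus 3 SD, cut at about 30% in these data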;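 further: rise in fluorescence read as greater calcium sensitivity of cardiac thin filaments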
PKA-R2B activ: activators of human PKA-R2B complex | P22694+P31323 | PKA-R2B holoenzyme dissociation, Cy5-IP20 fluorescence polarization; R2B truncated from residue 108, S112A mutant; 0% DMSO only, 100% 113 µM cGMP | activation, % at 11.4 µM | actives 0.079% (n = 340,000) | AID 504700;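 active means activation above a cutoff set at the mean over all compounds plus 3 SD, cut at about 18% in these data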;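 further: higher means more holoenzyme dissociation and a rise in polarization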
CAL PDZ FP-2: inhibitors of human CAL PDZ peptide binding; Q9HD26; purified CAL PDZ, TMR-peptide fluorescence polarization, 1 h; inhibition, % at 20 µM; actives 0.02% (n = 330,000); AID 504414;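 active means highest replicate inhibition of at least 40%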;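 further: plate controls were DMSO neutral control wells for no effect and unlabeled competitor peptide control wells for full effect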
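Material: tagged CAL PDZ protein CerCALP, purified; buffer or medium: sodium phosphate/NaCl buffer pH 7.4 with TCEP, IgG, Thesit; also added: fluorescent TMR peptide probe; schedule: 1 h incubation at room temperature before polarization reading; technique: fluorescence polarization from S- and P-plane intensities, G-factor corrected; control set: unlabelled peptide and DMSO controls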
Keap1 Nrf2 FP: disrupts human Keap1 binding to Nrf2 peptide. Q14145. Keap1 Kelch-Nrf2 peptide fluorescence polarization, 1536-well. inhibition, % at 9.4 µM. actives 0.15% (n = 340,000); in the data active means inhibition above about 12%;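 further: human Keap1 Kelch domain with fluorescein labeled Nrf2 9mer peptide probe; 0% = neutral control wells and 100% = peptide positive control; higher means more block of Keap1 binding to Nrf2 peptide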
Target sequence (Q14145 whole entry, looked up, the tested form may be a part): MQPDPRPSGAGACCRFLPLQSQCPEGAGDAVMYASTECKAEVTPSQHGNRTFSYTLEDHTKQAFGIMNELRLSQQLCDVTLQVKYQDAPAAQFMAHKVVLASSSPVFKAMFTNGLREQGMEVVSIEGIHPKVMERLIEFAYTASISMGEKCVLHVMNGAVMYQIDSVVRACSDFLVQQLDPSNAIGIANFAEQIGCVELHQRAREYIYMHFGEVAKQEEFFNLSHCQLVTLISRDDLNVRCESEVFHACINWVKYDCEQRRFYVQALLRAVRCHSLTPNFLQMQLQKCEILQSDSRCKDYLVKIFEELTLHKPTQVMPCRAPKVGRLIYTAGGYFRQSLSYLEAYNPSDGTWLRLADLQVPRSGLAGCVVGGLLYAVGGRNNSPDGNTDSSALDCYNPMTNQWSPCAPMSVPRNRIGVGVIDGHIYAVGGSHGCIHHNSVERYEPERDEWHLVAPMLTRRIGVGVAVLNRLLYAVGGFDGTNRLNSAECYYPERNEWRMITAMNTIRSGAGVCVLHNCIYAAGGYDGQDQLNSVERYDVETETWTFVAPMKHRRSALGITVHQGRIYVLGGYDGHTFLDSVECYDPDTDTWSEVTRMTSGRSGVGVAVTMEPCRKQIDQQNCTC
RTF Ca sens inh: cardiac RTF calcium desensitization; inhibition, % at 7.15 µM; actives 0.12% (n = 340,000); IANBD-labeled cardiac RTF, Ca2+ fluorescence; AID 493244;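 active means inhibition above the mean inhibition of all tested compounds plus 3 SD, cut at about 17% in these data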;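 further: assay run at fixed EC70 calcium of 1.6 mM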
Numbers without * were called inactive; · = not tested or not shown.

SMILES | DAGLB inhibitor | Rtt109 HAT inh | C-LANA FP | SR-BI uptake up | CAL PDZ FP-1 | RTF Ca sens act | PKA-R2B activ | CAL PDZ FP-2 | Keap1 Nrf2 FP | RTF Ca sens inh
CCn1nc(NS(=O)(=O)c2ccc(F)cc2)c2cc3cccc(C)c3nc21 | 5 | -7 | -1.3 | 4 | 6 | -6 | 1 | -0.6 | -3 | -1
Oc1ccc(Nc2ncnc3scc(-c4ccccc4)c23)cc1 | -1 | -3 | -0.5 | -56 | -1 | 4 | -10 | 1.6 | -1 | 9
O=S(=O)(c1ccc(F)cc1)N1CCc2ccccc2C1 | -6 | 12 | -5.5 | -12 | -7 | -1 | -5 | -0.3 | -9 | -2
COc1ccc(-c2nnnn2C(C)C)cc1 | -4 | 14 | 0.7 | 15 | -4 | 3 | 2 | -0.6 | 1 | -6
Cc1ccc(CSc2nnc3nc(C)cc(C)n23)cc1 | 2 | 4 | -0.6 | 27 | · | -1 | -2 | 0.2 | -4 | -7
CCc1ccc(CN2CCC(n3nccc3NC(=O)c3ccc4c(c3)OCO4)CC2)cc1 | 1 | 8 | -0.5 | -19 | 2 | -4 | 6 | -1.0 | -2 | -2
CCCn1c(=S)[nH]c2sc3c(c2c1=O)CCCC3 | 1 | 0 | 1.8 | 1 | 0 | 12 | 5 | -0.4 | -2 | 8
COC(=O)c1ccc(NC(=O)Nc2ccc3c(c2)OCO3)cc1 | -5 | -4 | 0.0 | 8 | -5 | -1 | -2 | 0.5 | -2 | 6
COc1ccc(S(=O)(=O)N2CCN(C/C=C/c3ccccc3)CC2)cc1F | -3 | 0 | -1.7 | 13 | 6 | -8 | -2 | -0.6 | -1 | 0
NC(=NC(=O)c1ccccc1)C1=C(O)CCC1=O | 0 | -12 | -0.2 | -4 | -1 | -1 | 0 | -2.1 | 0 | -3
CCCCN1C(N)=NC[C@H]1Cc1ccc(O)cc1 | 2 | 4 | -0.4 | 19 | 2 | 0 | -12 | 1.7 | 3 | -12
CSc1nc2ccc(NC(=O)c3cc4ccccc4o3)cc2s1 | 0 | -5 | -0.6 | -4 | -8 | -7 | 0 | -1.7 | -1 | 7
CC(C)(C)OC(=O)N[C@@H](Cc1ccccc1)C(=O)N1CCC(C(=O)O)CC1 | 0 | -13 | -1.4 | 30 | -1 | 1 | -12 | -1.6 | 2 | -4
CCOc1ccccc1OCCn1nc2ccccc2n1 | 1 | 2 | 3.5 | 2 | -2 | 2 | -4 | -4.1 | -5 | -3
COC(=O)c1sc2ncn(CC(=O)N(C)C3CCCCC3)c(=O)c2c1C | -1 | -5 | -1.6 | 19 | -8 | -4 | 1 | -2.4 | 1 | 6
CCOCCCNC(=O)C(c1ccc(Cl)cc1)N1CCC2(CC1)OCCO2 (stereo unspecified) | -7 | 18 | -2.0 | 24 | -3 | -6 | -4 | -1.8 | 1 | -6
O=C(Nc1ccc(F)cc1)c1ccc(Cn2cnnn2)cc1 | 0 | -8 | -0.1 | -4 | 0 | -1 | -10 | -2.5 | -2 | 10
CCOC(=O)c1oc2cccc(O)c2c1CN1CCOCC1 | -1 | -10 | -0.2 | 11 | 9 | 5 | 10 | -1.0 | -1 | -4
CCN(C(=O)COC(=O)c1cc(-c2ccc(C)o2)nc2ccccc12)C1CCS(=O)(=O)C1 (stereo unspecified) | 2 | -48 | -0.1 | -50 | 4 | 0 | -4 | -1.8 | -1 | -3
c1ccc2c(Nc3nc4c(s3)CCCC4)cccc2c1 | 1 | 3 | 0.2 | -44 | 0 | 9 | -9 | -0.6 | 0 | -15
CCCCn1c(N)c(N(CCOC)C(=O)CSc2nnc(-c3ccco3)n2CC)c(=O)[nH]c1=O | 1 | -9 | -0.8 | 12 | · | -2 | -7 | 0.2 | -3 | -5
O=C(O/N=C\c1ccc(N2CCCCC2)c([N+](=O)[O-])c1)c1c(F)cccc1F | 10 | 14 | 0.3 | -32 | -3 | 0 | 8 | -0.1 | -1 | 5
COc1ccccc1C(=O)NC(CCSC)C(=O)OCC(=O)c1ccc[nH]1 (stereo unspecified) | 2 | 0 | 1.3 | 9 | -2 | 6 | 9 | -0.6 | 2 | 3
O=C(NCc1ccccn1)Nc1cc(Cl)cc(Cl)c1 | -1 | -1 | 0.8 | 3 | -3 | -5 | 1 | -2.9 | -3 | -4
Cc1noc(C)c1COC(=O)COc1ccc(-c2ccccc2)cc1 | 16 | -4 | -0.2 | · | -6 | -2 | 1 | -2.7 | -4 | -3
SMILES | DAGLB inhibitor | Rtt109 HAT inh | C-LANA FP | SR-BI uptake up | CAL PDZ FP-1 | RTF Ca sens act | PKA-R2B activ | CAL PDZ FP-2 | Keap1 Nrf2 FP | RTF Ca sens inh
CC(C)(C)c1nn2cnnc2n(/N=C/c2ccc(O)cc2)c1=O | -1 | 4 | 0.4 | 0 | 9 | -3 | -2 | -3.4 | 2 | 7
COc1cccc(CNC(=O)N2CCN(S(=O)(=O)c3ccc(Cl)cc3)CC2)c1 | -5 | -4 | -1.9 | 0 | -2 | 11 | -15 | -3.1 | -7 | 0
C=CCN(C(=O)Nc1ccc(F)cc1)C1CC(=O)N(c2ccc(OC)cc2)C1=O (stereo unspecified) | -1 | 5 | 0.1 | 13 | -7 | -4 | -2 | 0.1 | -8 | -9
FC(F)(F)c1cccc(/C=N/NC(=S)NC2CCCCC2)c1 | -5 | 1 | 0.1 | 31 | -8 | 1 | -6 | 5.3 | 2 | -10
OC1(c2cccc(C(F)(F)F)c2)CCN(Cc2nnnn2Cc2ccccc2)CC1 | -1 | -2 | -0.7 | -9 | -2 | 0 | -1 | -2.3 | -3 | -8
COc1ccc(-n2ncc3c2CC(C)(C)CC3NC(=O)CCC2=NNC(=O)CC2)cc1 (stereo unspecified) | 2 | -4 | 1.6 | -2 | -5 | 5 | -4 | -4.2 | -1 | -3
COc1ccc(-c2cc3cc(OC)c(OC)cc3c(C)n2)cc1C | -8 | -1 | -0.2 | · | -3 | 0 | -2 | -2.7 | 0 | -1
CCOCCCNC(=O)C(c1ccccc1)N(Cc1cccs1)C(=O)CNC(C)=O (stereo unspecified) | -2 | 9 | -0.9 | 24 | -3 | 0 | -2 | -0.3 | -1 | -2
O=C(OCN1C(=O)c2ccccc2C1=O)c1cccc(OC(F)F)c1 | -4 | 44 | 0.2 | · | 3 | -4 | -1 | -1.8 | 0 | 5
O=C(Cn1c(=O)n(CCc2c[nH]c3ccccc23)c(=O)c2cccnc21)Nc1ccccc1F | 0 | -5 | -0.9 | · | · | -2 | -5 | -0.2 | 6 | -8
COc1ccc2ccccc2c1CN(C)Cc1ccccc1 | -4 | -7 | -2.6 | 9 | -2 | -1 | -1 | 32 | 0 | -1
COc1ccc(CNC(=O)CSCc2cnn(-c3ccccc3)c2-n2cccc2)cc1 | -7 | -5 | -0.3 | 2 | -3 | -4 | -15 | -2.9 | -5 | -7
CN(C)c1ccc(C(=O)Nc2nc3c(s2)CCCC3)cc1 | 2 | 10 | -0.2 | -84 | · | 3 | -10 | 0.1 | -1 | -3
Cc1cc(C(=O)OCC(=O)N2CCOCC2)ccc1[N+](=O)[O-] | 2 | -1 | 0.8 | 14 | · | 8 | 5 | -1.1 | -3 | -2
S=c1[nH]nc(Cc2cccs2)n1-c1ccccc1Cl | -1 | 12 | -1.0 | 10 | -4 | 2 | -2 | 0.1 | -3 | -10
CCOc1ccccc1NC(=O)C1CCN(c2nc(-c3ccc(OC)cc3)no2)CC1 | -3 | -13 | -1.2 | -57 | · | -1 | -11 | -1.6 | 2 | -5
COc1ccccc1NC(=O)Cn1nc(-c2ccncc2)nc1SCC(=O)NC1CCCC1 | -2 | -5 | -1.1 | 2 | 36* | 1 | -8 | -4.4 | 1 | -3
Cc1ccc(-c2noc(COc3ccc4c(c3)OCO4)n2)cc1 | -4 | 9 | 0.9 | 35 | -2 | 3 | 6 | -0.5 | -3 | 4
Cc1cccc(OCC(=O)OCC(=O)NCC2CCCO2)c1C (stereo unspecified) | -2 | -3 | 0.3 | 16 | -1 | 2 | -1 | -0.3 | -5 | -6
COC(=O)c1ccc(Oc2nc(C(N)=O)cc(-c3ccccc3)n2)cc1 | -1 | -3 | -0.6 | 2 | -5 | -2 | -7 | -2.4 | -3 | 1
Cc1ccc(-n2nc(C)c(C3(O)C(=O)N(C(C)C)c4ccccc43)c2N)cc1 (stereo unspecified) | -5 | 0 | 1.2 | 6 | -4 | 7 | -5 | -0.6 | -3 | -4
Cc1cccn2c(=O)c3cc(C(=O)NCc4ccc(F)cc4)c(=N)n(CCCN4CCOCC4)c3nc12 | 3 | -24 | -2.4 | · | -5 | -1 | 16 | -4.5 | 6 | -3

High-throughput results from PubChem.

The order is random. Share with any hit: about 1.6%.
